Screening data from PubChem BioAssay.
NTMT1 inh – inhibitors of human N-terminal methyltransferase NTMT1; NTMT1 MTase-Glo SAH luminescence, purified enzyme; Potency, µM (top dose mostly 114 µM), for inactives: top-dose activity change, negative = inhibition, most hits filed as inhibitors; 59,000 compounds, 2.5% hits;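 further: potency means the concentration at half of the fitted maximal effect; plate controls were DMSO vehicle for no effect and no enzyme for full effect; nearly all actives have a fitted effect of over 65% in size; many of its hits are not listed in these tables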
Target sequence (Q9BV86 whole entry, looked up): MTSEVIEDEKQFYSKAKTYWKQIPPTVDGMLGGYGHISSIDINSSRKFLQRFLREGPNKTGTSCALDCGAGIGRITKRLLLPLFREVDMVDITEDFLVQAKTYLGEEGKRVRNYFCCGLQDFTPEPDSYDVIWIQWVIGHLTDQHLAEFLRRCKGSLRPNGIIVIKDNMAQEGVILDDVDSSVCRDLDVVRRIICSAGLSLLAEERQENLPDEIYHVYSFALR
B2AR arrestin ag – agonists recruiting beta-arrestin to human beta2-adrenergic receptor; 44,000 tested, under 10 active; HTLA Tango cells, beta-arrestin recruitment, luciferase luminescence, 18 h; AID 1347077; P07550; Potency, µM (doses to about 46.1 µM), without a hit: top-dose activation, actives largely listed as activators;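 further: potency means the concentration at half of the fitted maximal effect; 0% = DMSO and full agonism = EC100 isoproterenol or metaproterenol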
Target sequence (P07550 whole entry, looked up): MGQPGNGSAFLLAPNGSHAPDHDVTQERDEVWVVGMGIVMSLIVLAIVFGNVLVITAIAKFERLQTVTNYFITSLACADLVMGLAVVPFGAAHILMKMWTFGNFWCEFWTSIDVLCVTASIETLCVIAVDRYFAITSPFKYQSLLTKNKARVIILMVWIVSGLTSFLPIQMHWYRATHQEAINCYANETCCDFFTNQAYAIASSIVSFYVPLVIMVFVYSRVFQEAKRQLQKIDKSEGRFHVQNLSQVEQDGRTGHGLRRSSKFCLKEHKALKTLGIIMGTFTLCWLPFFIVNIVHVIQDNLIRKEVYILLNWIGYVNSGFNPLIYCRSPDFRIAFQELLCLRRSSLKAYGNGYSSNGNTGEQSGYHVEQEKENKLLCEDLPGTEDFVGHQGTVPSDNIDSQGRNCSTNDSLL
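Ligand-induced beta-arrestin recruitment to recombinant beta2-AR is measured via a tTA-driven luciferase reporter in Tango cells after 18 hr compound exposure at 37 degrees C. Concentrations span up to 46 microM.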
p53null 32C kill – kills p53 null cells at the permissive temperature | Potency, µM (highest dose often 46.1 µM), for the others: at the top dose activity change, negative = cytotoxicity, hits mostly cytotoxic | 55,000 compounds, 0.62% hits | H1299-neo p53 null cells, ATP luminescence, 24 h, 32C;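 further: potency means the concentration at half of the fitted maximal effect; 0% = DMSO only and -100% = full killing by 100 µM tamoxifen; nearly all actives have a fitted effect of over 55% in size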
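H1299-neo (p53-null) cells, 600/well, were pre-incubated overnight at 37C, then exposed to compounds at up to 46 uM for 24 hr at 32C. Viability was measured as ATP content by luminescence, and AC50 values came from Hill fits.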
TSG101-PTAP inh – inhibitors of HIV-1 PTAP binding to human TSG101, validation. 44,000 tested, under 10 active. Potency, µM (titrated, usually from 115 µM), inactives show top-dose activity change, negative = inhibition, usual class: inhibitors. Fluorescence polarization, FITC-PTAP peptide/Tsg101, 20 min. Q99816; further: potency means the concentration at half of the fitted maximal effect; 0% is about no effect
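Fluorescence polarization: Tsg101 binding domain (10 uM final) in 10 mM HEPES pH 7.5, 0.15 M NaCl, 0.01% Tween 20, 3 mM EDTA, 0.1 mM TCEP; compounds pinned; FITC-PTAP peptide 50 nM final; 20 min, r.t.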
FH mod – Identification of activators of human fumarate hydratase by quantitative high-throughput screening. FH coupled MDH/diaphorase resazurin fluorescence, 15 min. Potency, µM (highest dose often 79.9 µM), for the others: top-dose activity change, negative = inhibition, actives largely listed as inhibitors. 54,000 compounds, 0.22% hits. AID 1347055, 2019; further: potency means the concentration at half of the fitted maximal effect; on the % scale 0 is the no-effect control and ±100 the full control effect; the screen sought activators but most active calls are inhibition curves; nearly all actives have a fitted effect of over 45% in size
p53null 39C tox – p53 null cell cytotoxicity, nonpermissive temperature. H1299 p53-null (neo) cells, 39C, ATPlite viability, 24 h. Potency, µM (series often up to 46.1 µM), inactives show top-dose activity, negative = cell killing, hits mostly cytotoxic. 55,000 compounds, 0.97% hits;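 further: potency means the concentration at half of the fitted maximal effect; 0% = DMSO only and -100% = full killing by 100 µM tamoxifen; nearly all actives have a fitted effect of over 50% in size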
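ATP-luminescence viability readout (ATPlite, 20 min RT) after 24 hr compound treatment at 39C of H1299-neo or H1299-p53A138V cells; titration up to 46 uM; normalized to DMSO and 100 uM tamoxifen; Hill-fit AC50.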
GALK inhibitor – inhibitors of human galactokinase (GALK); Potency, µM (top dose mostly 57.5 µM), for the others: top-dose activity, negative = inhibition, most hits filed as inhibitors; recombinant GALK, Kinase-Glo ATP luminescence, 1 h; 44,000 tested, under 10 active; AID 1347072;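 further: plate controls were full GALK reaction for no effect and reaction lacking GALK for full effect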
Target sequence (P51570 whole entry, looked up): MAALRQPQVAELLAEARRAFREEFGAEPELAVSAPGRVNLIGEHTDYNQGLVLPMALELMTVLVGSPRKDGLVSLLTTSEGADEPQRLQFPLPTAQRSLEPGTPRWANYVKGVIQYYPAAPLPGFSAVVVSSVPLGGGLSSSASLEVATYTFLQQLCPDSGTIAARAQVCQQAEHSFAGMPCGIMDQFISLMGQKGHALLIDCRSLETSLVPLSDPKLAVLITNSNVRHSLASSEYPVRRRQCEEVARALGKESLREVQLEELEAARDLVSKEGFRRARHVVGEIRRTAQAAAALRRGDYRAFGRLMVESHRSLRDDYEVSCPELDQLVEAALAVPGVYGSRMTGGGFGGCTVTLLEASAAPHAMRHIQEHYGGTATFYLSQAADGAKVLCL
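Reactions with and without enzyme served as controls. GALK at 5 nM phosphorylates 100 uM galactose using 35 uM ATP (HEPES pH 8.0, Mg2+) for 1 h at RT, with luminescence read 10 min after adding Kinase-Glo Plus.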
* hit, by the source's call; ? = inconclusive; . = no result given; [ ] = remark or other dose. The call rests on the fitted dose curve; in most records, active means well fitted curve in the direction sought with a large enough effect; inconclusive means small, poorly fitted or top-dose-only effect, or another doubt; inactive means no such curve, though single readings can be large; an effect the other way counts as inactive or inconclusive. These rows are one share of the data; the hit share may differ from the screen's.

no.	SMILES	NTMT1 inh	B2AR arrestin ag	p53null 32C kill	TSG101-PTAP inh	FH mod	p53null 39C tox	GALK inhibitor
1	COc1ccc(CNC(=O)C2CCN(S(=O)(=O)c3ccc4nc5c(c(C(=O)O)c4c3)CC(C)CC5)CC2)cc1 (stereo unspecified)	0%	2%	-6%	-3%	-14%	-19%	-3%
2	COc1ccccc1/C=C/c1nc(C#N)c(NC2CCCCC2)o1	?	1%	-16%	-5%	?	4%	1%
3	CCOC(=O)c1ccc(CN(Cc2ccc(F)cc2)S(=O)(=O)c2cc(C(=O)Nc3ccccc3CC)ccc2F)cc1	19%	1%	2%	2%	-20%	13%	0%
4	COc1ccccc1-c1nc2n(n1)C(c1ccccc1Cl)C(C(=O)Nc1cccnc1)=C(C)N2 (stereo unspecified)	10%	-2%	-6%	1%	-4%	6%	4%
5	O=C(Nc1ccc(Br)cc1)c1cccc(C(=O)Nc2ccc(Br)cc2)c1	8%	0%	-5%	-4%	0%	-18%	0%
6	Cc1cccc(C(=O)Nc2cccc(C(=O)OCc3cc(=O)n4nc(C(C)C)sc4n3)c2)c1	1%	0%	0%	-5%	3%	-6%	0%
7	COc1ccc(-c2nc(CSCC(=O)N3CCN(c4ccc(F)cc4)CC3)c(C)o2)cc1	10%	-2%	-4%	-2%	-14%	-2%	-1%
8	CC(NC(=O)c1c2c(nc3ccccc13)C(=O)N(C1CCCCC1)C2)c1ccccc1 (stereo unspecified)	6%	3%	-3%	-2%	3%	-16%	2%
9	COc1ccc(OC)c(C2C(C(=O)Nc3ccc(C)cc3C)=C(C)Nc3c(C(=O)Nc4ccc(F)cc4)cnn32)c1 (stereo unspecified)	8%	0%	22%	-2%	-19%	6%	-4%
10	COc1ccc(Cl)cc1Nc1nc2ccc(C(=O)c3ccccc3)cc2n2cnnc12	-4%	-1%	-8%	-1%	-7%	27%	0%
11	COc1ccc(OC)c(NC(=O)C2CCN(S(=O)(=O)c3ccc(C)cc3)CC2)c1	1%	-1%	1%	-3%	-2%	11%	0%
12	CC1CN(C(=O)Nc2ccc(C(=O)NCc3ccccc3F)cc2)c2ccccc2S1 (stereo unspecified)	2%	-3%	13%	1%	4%	-18%	2%
13	COc1ccc(F)cc1NC(=O)C1CCN(c2nc(-c3ccc(OC)c(OC)c3)no2)CC1	-5%	-2%	-3%	-1%	-39%	8%	7%
14	COc1ccc(-c2cc(C(=O)Nc3cc(C)nn3-c3ccccc3)no2)cc1OC	.	-2%	1%	-1%	.	-22%	4%
15	Cc1cc(Cl)ccc1NC(=O)CCS(=O)(=O)c1ccc2c(c1)CC(C)N2C(=O)C1CC1 (stereo unspecified)	.	1%	5%	-1%	.	10%	1%
16	COc1ccc2c(c1)CCc1c(C(=O)Nc3cnn(Cc4ccc(Cl)cc4Cl)c3)noc1-2	?	0%	7%	0%	?	-22%	3%
17	O=C(Nc1cccc(Cl)c1)c1csnn1	-8%	1%	-5%	-7%	-2%	11%	-3%
18	CCOc1ccccc1NC(=O)Cn1cnc2sc(C)c(S(=O)(=O)N3CCC(C)CC3)c2c1=O	3%	1%	-7%	0%	-11%	-5%	-6%
19	COc1ccc(-c2cc(C(=O)Nc3c(C)nn(Cc4ccccc4C)c3C)no2)cc1	.	0%	4%	3%	.	-7%	0%
20	Cc1ccc(CNc2ncnc3onc(-c4ccc(F)cc4)c23)cc1	?	2%	5%	-6%	-7%	-2%	1%
21	COc1ccc(OC)c(C2c3c(oc4ccc(C)cc4c3=O)C(=O)N2CCCN(C)C)c1 (stereo unspecified)	-4%	-1%	-9%	2%	-7%	30%	2%
22	CCS(=O)(=O)N1CC(=O)N(c2ccc(Cl)cc2C)C(C)(C(=O)NC2CCCCCC2)C1 (stereo unspecified)	-3%	-1%	-8%	-5%	0%	-14%	4%
23	COc1ccc(Cn2nnc3c(=O)[nH]c(C4CCCN(C(=O)c5ccc(C)cc5)C4)nc32)cc1 (stereo unspecified)	-2%	-2%	-5%	-2%	-13%	-15%	-12%
24	COc1ccc(-c2onc(C)c2C)cc1S(=O)(=O)NCc1cccs1	7%	0%	16%	-1%	-10%	-4%	5%
25	CCc1nnc(NC(=O)CSCc2cc(=O)c3ccc(C)cc3[nH]2)s1	-13%	-1%	-1%	-11%	-3%	8%	0%
26	COc1cc2c(C(=O)N3CCN(c4cc(Cl)ccc4C)CC3)cn(CC(C)C)c(=O)c2cc1OC	16%	1%	6%	-10%	-5%	8%	1%
27	CCC(=O)N1CCc2cc(Br)cc(S(=O)(=O)CCC(=O)Nc3ccc(CC)cc3)c21	-9%	1%	-1%	-5%	-1%	-3%	-2%
28	CCc1nn(CC(=O)N(CC)Cc2ccccc2)c(=O)c2cc3occc3n12	0%	-3%	-7%	-2%	-1%	8%	-9%
29	CCOC(=O)c1[nH]c2ccccc2c1NC(=O)c1c(F)cccc1F	-2%	-2%	7%	-3%	-4%	17%	1%
30	CCCCCCNc1nc2c(c(=O)n(C)c(=O)n2C)n1Cc1cccc(C)c1	1%	-2%	-20%	-5%	5%	32%[activator]	-6%
31	CCOC(=O)C1CCCN(C(=O)C2CCN(S(=O)(=O)c3c(C)noc3/C=C/c3ccccc3F)CC2)C1 (stereo unspecified)	2%	-2%	-4%	-7%	?	-13%	?
32	CCOc1ccccc1CNC(=O)CN1C(=O)CCc2cc(S(=O)(=O)N3CCCCC3)ccc21	-4%	0%	10%	3%	-27%	-4%	-2%
33	Cc1ccc(N2CC(NC(=O)c3ccc(S(=O)(=O)N4CCOCC4)cc3)CC2=O)cc1 (stereo unspecified)	-2%	-3%	0%	2%	-1%	0%	1%
34	CCOc1ccc(CCNS(=O)(=O)c2c(C)nc3sc(C)cn3c2=O)cc1OCC	2%	0%	-6%	-1%	?	-11%	4%
35	COc1cccc(N2CCN(C(=O)c3c(C)oc4ncnc(N5CCCCC5)c34)CC2)c1	-12%	1%	6%	2%	-11%	10%	0%
36	CCOC(=O)c1cccc(NC(=O)c2cc(CN3CCCC3)on2)c1	11%	-1%	-1%	2%	-19%	-9%	6%
37	CCOC(=O)N1CCN(C(=O)CN(c2cccc(Cl)c2)S(=O)(=O)c2ccccc2)CC1	0%	1%	-6%	-4%	2%	1%	-2%
38	COc1ccc(NC(=O)c2oc3ccc(S(=O)(=O)N(C)C4CCCCC4)cc3c2C)cc1Cl	23%	-2%	-4%	0%	-15%	3%	-1%
39	CC(=O)Nc1ccc(S(=O)(=O)N(Cc2ccccc2)Cc2ccccc2)cc1	-3%	-2%	2%	-1%	?	-20%	0%
40	CC(C)Oc1ccc(CNC(=O)c2cc3ccccn3n2)cc1	-7%	0%	-14%	4%	-9%	11%	3%
41	COCCCn1c(=O)c2sccc2n2c(CCCC(=O)Nc3cccc(OC)c3)nnc12	6%	2%	8%	-17%	9%	-13%	0%
42	Cc1cc(OCC(O)CN2CCN(c3cccc(Cl)c3)CC2)ccc1Cl (stereo unspecified)	-8%	1%	13%	0%	?	?	1%
43	Cc1ccc(NC(=O)Cn2c(SCc3cccc(F)c3)nc3ccncc32)c(C)c1	-24%	-3%	-7%	-3%	-6%	-5%	0%
44	O=C(NCC(c1ccco1)S(=O)(=O)c1cccs1)c1ccc(F)c(F)c1 (stereo unspecified)	3%	-3%	6%	-2%	-7%	13%	-2%
45	Cc1ccccc1CN1C(=O)c2ccccc2Sc2ccc(C(=O)NCCc3ccccc3)cc21	15%	3%	5%	-1%	-13%	-1%	-1%
46	COCCn1c(=N)c(C(=O)NCC2CCCO2)cc2c(=O)n3ccccc3nc21 (stereo unspecified)	1%	1%	9%	-6%	-4%	-3%	3%
47	COc1cc(NC(=O)c2cc3cc4cc(OC)ccc4nc3o2)cc(OC)c1	7%	0%	-4%	2%	5%	-3%	0%
48	CCc1ccccc1NC(=O)C1=C(C)C(=O)OC12CCCCCC2	-3%	-1%	-9%	-3%	3%	-7%	-9%
49	COc1cccc(CNC(=O)CN(c2ccc(C(C)C)cc2)S(=O)(=O)c2c(C)noc2C)c1	-3%	-2%	-3%	1%	-14%	8%	-2%
50	CCc1ccccc1NC(=O)CCNS(=O)(=O)c1ccc2c(c1)CCCC(=O)N2	1%	-1%	-1%	-5%	-10%	-10%	0%
51	O=C(NCCc1ccccc1)c1ccc2c(c1)N(Cc1ccccc1Cl)C(=O)c1ccccc1S2	16%	0%	11%	1%	-18%	-11%	1%
52	O=C(Cn1c(=O)oc2cc(S(=O)(=O)N3CCCC3)ccc21)NCc1ccc(Cl)cc1	?	-2%	-8%	-4%	4%	3%	-4%
53	O=C(CC1N=C2c3ccccc3N=C(SCc3ccccc3F)N2C1=O)NCc1cccs1 (stereo unspecified)	13%	-1%	1%	-2%	1%	7%	3%
54	Cc1ccccc1NC(=O)c1ccc(F)c(S(=O)(=O)N2CCc3ccccc3C2)c1	-6%	0%	-4%	-1%	8%	-1%	1%
55	Cc1nn(CC(=O)N2CCCCC2)c(=O)c2cc3occc3n12	-14%	-3%	-3%	2%	-15%	-14%	5%
56	Cc1ccc(NC(=O)c2c(C)oc3ncnc(N4CCCCC4)c23)cc1Cl	4%	1%	-2%	-1%	-18%	-21%	4%
57	Cc1cccc(-c2nc3c(cnn3-c3ccccc3)c(=O)n2-c2ccc(Br)cc2)c1	89µM*	1%	-6%	2%	-16%	-9%	-1%
58	Nc1nc(Nc2cccc(Cl)c2)sc1C(=O)c1ccc(F)cc1	-7%	4%	?	-3%	15%	-7%	1%
59	CC(C)(C)c1ccc(C(=O)NC(Cc2c[nH]c3ccccc23)C(=O)OCC(=O)c2ccc(Br)cc2)cc1 (stereo unspecified)	-2%	-2%	6%	-2%	-14%	9%	-2%
60	CCc1ccccc1NS(=O)(=O)c1ccc2[nH]cc(C(=O)N3CCCCC3)c(=O)c2c1	16%	-2%	2%	-1%	-8%	17%	3%
61	CCCCNc1cc(NC2CCCCC2)c2c3c(onc13)-c1ccccc1C2=O	?	1%	43%[activator]	2%	-3%	-29%	2%

A draw from above in order of heavy-atom count, smallest number first.
no.	SMILES	NTMT1 inh	B2AR arrestin ag	p53null 32C kill	TSG101-PTAP inh	FH mod	p53null 39C tox	GALK inhibitor
28	CCc1nn(CC(=O)N(CC)Cc2ccccc2)c(=O)c2cc3occc3n12	0%	-3%	-7%	-2%	-1%	8%	-9%
14	COc1ccc(-c2cc(C(=O)Nc3cc(C)nn3-c3ccccc3)no2)cc1OC	.	-2%	1%	-1%	.	-22%	4%
16	COc1ccc2c(c1)CCc1c(C(=O)Nc3cnn(Cc4ccc(Cl)cc4Cl)c3)noc1-2	?	0%	7%	0%	?	-22%	3%
